High-throughput results (PubChem)
Tau fluor cs = counter-screen for tau fibril formation inhibitors | tau K18 P301L (four-repeat tau fragment) Alexa594 fluorescence, heparin fibrillization | Potency, µM (series often up to 57.7 µM), without a hit: at the highest dose activity change, negative = decrease | 0.93% of 280,000 active | AID 1463; note: potency is the fitted concentration of half-maximal effect; % is set by controls: 0 for no effect and ±100 for the full control effect; nearly all actives have a fitted effect of over 55% in size
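Human K18 P301L tau (15 uM unlabeled plus 0.24 uM Alexa 594-labeled, final) in 100 mM sodium acetate pH 7 was mixed with compound and 20 uM heparin and incubated 6 hr at 37 C.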
Tau fibril FP = tau fibrillization inhibition (FP); P10636; K18 P301L tau heparin fibrillization, Alexa594 FP, 6 h; Potency, µM (highest dose often 57.7 µM), for the others: at the highest dose activity, negative = inhibition, usual class: inhibitors; 0.39% of 280,000 active; note: potency is the fitted concentration of half-maximal effect; % is set by controls: 0 for no effect and ±100 for the full control effect; nearly all actives have a fitted effect of over 55% in size
Target sequence (P10636 561-689 P618L limits assumed): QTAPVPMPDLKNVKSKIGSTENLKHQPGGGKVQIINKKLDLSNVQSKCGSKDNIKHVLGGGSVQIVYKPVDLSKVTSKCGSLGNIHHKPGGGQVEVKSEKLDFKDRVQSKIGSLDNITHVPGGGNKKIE
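Compound effects on tau fibrillization are measured by Alexa 594 fluorescence polarization (ex 555, em 632 nm). K18 P301L tau is used at 15 uM with 0.24 uM labeled tracer, and 20 uM heparin induces aggregation over 6 hr at 37 C.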
aGal spleen mod = alpha-galactosidase A (human) modulation; 0.008% of 240,000 active; human spleen homogenate, 4MU-alpha-Gal fluorescence, 40 min; Potency, µM (doses to about 80 µM), inactives show at the top dose activity change, negative = inhibition, hits mostly inhibitors; P06280;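 note: potency is the fitted concentration of half-maximal effect; 0% = enzyme with vehicle and -100% = no enzyme basal signal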
Target sequence (P06280 32-429 limits assumed): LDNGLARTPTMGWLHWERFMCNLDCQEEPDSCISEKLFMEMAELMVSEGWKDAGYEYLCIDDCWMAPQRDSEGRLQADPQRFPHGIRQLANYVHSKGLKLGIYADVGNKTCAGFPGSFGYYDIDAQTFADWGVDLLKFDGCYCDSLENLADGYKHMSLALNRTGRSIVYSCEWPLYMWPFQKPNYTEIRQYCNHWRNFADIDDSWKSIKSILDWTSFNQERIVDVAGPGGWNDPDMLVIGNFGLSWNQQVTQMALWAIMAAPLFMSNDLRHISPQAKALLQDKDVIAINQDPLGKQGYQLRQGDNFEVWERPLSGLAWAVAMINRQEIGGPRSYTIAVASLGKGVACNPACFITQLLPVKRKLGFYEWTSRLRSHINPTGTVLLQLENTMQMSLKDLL
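Inhibition or activation of alpha-galactosidase in human spleen homogenate is scored by 4-MU fluorescence after 40 min at 37C, pH 5.0, with 1 mM substrate. AC50s come from concentration-response fitted to the Hill equation.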
TRb SRC2 PPI = inhibitors of human thyroid hormone receptor beta-SRC2 interaction | P10828 | 0.065% of 280,000 active | TRbeta-SRC2 peptide binding, fluorescence polarization; receptor liganded with 1 µM T3 | Potency, µM (series often up to 106 µM), for the others: top-dose activity change, negative = inhibition, usual class: inhibitors | AID 1469;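 note: potency is the fitted concentration of half-maximal effect; plate controls were bound peptide for no effect and peptide without receptor for full effect; nearly all actives have a fitted effect of over 50% in size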
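Each compound concentration gave % activity, normalized to unbound and bound Texas Red SRC2 controls, from polarization read after 5 hr ambient incubation with T3-loaded human TRb LBD.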
Epigenetic derep = derepresses silenced GFP reporter in murine cells; 0.2% of 280,000 active; murine LDR cells, GFP reporter derepression, 30 h; Potency, µM (titrated, usually from 53.9 µM), inactives show at the highest dose GFP activation, most hits filed as activators; note: potency is the fitted concentration of half-maximal effect; % of control where 0% means no effect; nearly all actives have a fitted effect of over 60% in size
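Murine LDR cells bearing a silenced CMV-driven GFP reporter were exposed to compound for 30 h at 37 C. After PBS washes, GFP-positive cells (20-120 um objects) counted by laser-scanning microplate cytometry.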
NPSR antag = antagonists of human neuropeptide S receptor cAMP signaling | Q6W5P4 | CHO-NPSR cells, cAMP TR-FRET, antagonist mode | Potency, µM (series often up to 38.3 µM), inactives show top-dose activity change, negative = inhibition, actives largely listed as inhibitors | 1% of 220,000 active; note: potency is the fitted concentration of half-maximal effect; % is set by controls: 0 for no effect and ±100 for the full control effect; nearly all actives have a fitted effect of over 50% in size; many of its hits are not listed in these tables
Target sequence (Q6W5P4 whole entry, looked up): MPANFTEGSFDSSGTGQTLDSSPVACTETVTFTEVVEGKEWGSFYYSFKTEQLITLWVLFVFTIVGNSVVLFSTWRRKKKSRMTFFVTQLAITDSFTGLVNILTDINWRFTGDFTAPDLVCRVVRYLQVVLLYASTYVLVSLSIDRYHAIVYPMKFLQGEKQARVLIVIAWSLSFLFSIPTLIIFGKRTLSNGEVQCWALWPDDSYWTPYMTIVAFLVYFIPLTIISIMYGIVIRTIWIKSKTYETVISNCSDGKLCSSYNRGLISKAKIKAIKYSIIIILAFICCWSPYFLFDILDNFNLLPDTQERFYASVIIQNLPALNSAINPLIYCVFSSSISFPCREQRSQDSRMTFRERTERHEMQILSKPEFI
CBFb-RUNX1 inh = inhibitors of human CBF-beta and RUNX1 interaction; Q01196+Q13951; AlphaScreen CBFb-His/RUNX1-biotin binding, biochemical; Potency, µM (highest dose often 59.8 µM), for the others: top-dose activity, negative = inhibition, actives largely listed as inhibitors; 230,000 tested, under 10 active; note: % of control where 0% means no effect
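AlphaScreen proximity signal reports loss of binding between His-tagged CBF-beta and biotin-labelled RUNX1, each at 30 nM. Proteins are pre-associated for 20 minutes, compounds added for 15 minutes, then beads for 90 minutes, all at ambient temperature.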
TexasRed fluor = alters Texas Red total fluorescence, flagging assay interference; TRb/SRC2 Texas Red total fluorescence interference; 0.29% of 280,000 active; Potency, µM (highest dose often 106 µM), for inactives: at the highest dose fluorescence change, negative = quenching; active = well fitted curve in either direction with a large enough effect; inconclusive = small, poorly fitted or top-dose-only effect; note: potency is the fitted concentration of half-maximal effect; % is set by controls: 0 for no effect and ±100 for the full control effect
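Human TRβ ligand-binding domain (0.6 uM) and Texas Red SRC2 peptide (20 nM) in Tris buffer with 1 uM T3 and 5% DMSO were incubated with pinned compound for 5 hr at ambient temperature. Total fluorescence was computed as S + 2P (555/632 nm).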
Numbers without * were called inactive; [ ] = another dose, or the depositor's remark. Unless noted, calls come from the whole dose curve; as a rule, active = well fitted curve in the direction sought with a large enough effect; inconclusive = small, poorly fitted or top-dose-only effect, or another doubt; inactive = no such curve, though single readings can be large; an effect the other way counts as inactive or inconclusive. Only part of the results is shown, so the mix of outcomes need not match the whole.

`COc1ccc(N2C(=O)C3C(C2=O)C(C(=O)c2ccc(Cl)cc2)N2CCCC32)cc1` (stereo not given) gave Tau fluor cs -22.3%, Tau fibril FP -12.9%, aGal spleen mod 0.6%, TRb SRC2 PPI 11.1%, Epigenetic derep -2.7%, NPSR antag -8.5%, CBFb-RUNX1 inh -8.7% and TexasRed fluor 1.2%.
Screening COc1ccc(-c2c/c(=N\c3nc(-c4ccccc4)c(C)s3)c3ccccc3o2)cc1O returned Tau fluor cs inconclusive, Tau fibril FP inconclusive, aGal spleen mod 7.0%, TRb SRC2 PPI -5.4%, Epigenetic derep inconclusive, NPSR antag -8.7%[46.1 µM], CBFb-RUNX1 inh inconclusive and TexasRed fluor -3.0%.
For CN(C)CCOC(=O)C12CC3CC(C1)CC(C(=O)OCCN(C)C)(C3)C2 the results were Tau fluor cs 0.3%, Tau fibril FP 1.4%, aGal spleen mod 1.0%, TRb SRC2 PPI -1.8%, Epigenetic derep 1.6%, NPSR antag inconclusive, CBFb-RUNX1 inh 3.7% and TexasRed fluor 0.2%.
`O=C(CSCc1ccccc1Cl)N1CCN(c2ccc(F)cc2)CC1` gave Tau fluor cs -19.6%, Tau fibril FP 1.9%, TRb SRC2 PPI -1.2%, Epigenetic derep 0.0% and TexasRed fluor -2.9%.
`Cc1coc(C)c1C(=O)CC1(O)C(=O)N(C)c2ccc(Cl)cc21` (stereo not given) gave Tau fluor cs 4.1%, Tau fibril FP -2.6%, aGal spleen mod 0.6%, TRb SRC2 PPI -0.6%, Epigenetic derep 2.0%, NPSR antag 0.6%, CBFb-RUNX1 inh -20.1% and TexasRed fluor -0.4%.
Screening Cc1cccc(NC(=S)N2CCOCC2)c1C returned Tau fluor cs -7.7%, Tau fibril FP 2.5%, aGal spleen mod 5.8%, TRb SRC2 PPI 3.9%, Epigenetic derep 1.0%, NPSR antag 11.7%, CBFb-RUNX1 inh 3.8% and TexasRed fluor -2.4%.
Screening CCOc1ccccc1NC(=O)c1c(NCc2sccc2C)sc2c1CCCCC2 returned Tau fluor cs -23.3%, Tau fibril FP -11.9%, TRb SRC2 PPI -2.6%, Epigenetic derep -0.2% and TexasRed fluor 1.3%.
For Cc1cc(=O)n2c(C(=O)Nc3ccc(Br)cc3)c(C(=O)Nc3ccccc3)sc2n1 the results were Tau fluor cs -6.8%, Tau fibril FP inconclusive, TRb SRC2 PPI -1.0%, Epigenetic derep 1.1% and TexasRed fluor -5.3%.
CCNc1nc(NCC)n2c(SCC(=O)c3ccc(C(C)C)cc3)nnc2n1 was read as Tau fluor cs 4.3%, Tau fibril FP 2.8%, aGal spleen mod -6.2%, TRb SRC2 PPI -2.3%, Epigenetic derep 0.0%, NPSR antag -3.5%[46.1 µM], CBFb-RUNX1 inh 0.3% and TexasRed fluor -14.3%.
Screening c1ccc2c(-c3nn4nnnc4c4ccccc34)cccc2c1 returned Tau fluor cs -28.9%, Tau fibril FP -4.6%, aGal spleen mod -6.0%, TRb SRC2 PPI -1.7%, Epigenetic derep -4.6%, NPSR antag -27.9%[46.1 µM], CBFb-RUNX1 inh 4.1% and TexasRed fluor -0.4%.
For O=C(N/N=C/c1cccn1-c1ccc([N+](=O)[O-])cc1)C(O)c1ccccc1 (stereo not given) the results were Tau fluor cs -3.0%, Tau fibril FP 0.2%, aGal spleen mod 4.7%, TRb SRC2 PPI -11.5%, Epigenetic derep 0.0%, NPSR antag -7.4%[46.1 µM], CBFb-RUNX1 inh -5.7% and TexasRed fluor -6.5%.
Screening CC(C)NC(=O)c1ccc(Sc2ccccc2)c([N+](=O)[O-])c1 returned Tau fluor cs 0.6%, Tau fibril FP -0.1%, aGal spleen mod 9.7%, TRb SRC2 PPI -4.4%, Epigenetic derep 0.0%, NPSR antag -12.7%[46.1 µM], CBFb-RUNX1 inh -7.3% and TexasRed fluor -6.6%.
Cc1cccc(-c2cc(=O)c3cc(C)ccc3o2)c1 was read as Tau fluor cs -14.0%, Tau fibril FP 5.0%, aGal spleen mod -8.2%, TRb SRC2 PPI -4.0%, Epigenetic derep 0.1%, CBFb-RUNX1 inh 3.4%[21.7 µM] and TexasRed fluor -1.0%.
For O=C(CCSCc1ccccc1Cl)NCCc1ccccc1 the results were Tau fluor cs -22.2%, Tau fibril FP 0.6%, TRb SRC2 PPI -11.8%, Epigenetic derep 1.3% and TexasRed fluor 0.2%.
For O=C(NCc1ccccn1)c1nn(-c2ccccc2Cl)nc1CO the results were Tau fluor cs -5.8%, Tau fibril FP -7.1%, TRb SRC2 PPI -2.4%, Epigenetic derep 0.0% and TexasRed fluor -1.0%.
Screening O=C(O)C1CCCN1C(=O)Nc1ccc(Cl)cc1 (stereo not given) returned Tau fluor cs -8.5%, Tau fibril FP 3.3%, aGal spleen mod 1.1%, TRb SRC2 PPI 1.1%, Epigenetic derep 0.2%, NPSR antag 14.2%, CBFb-RUNX1 inh 7.5% and TexasRed fluor -3.8%.
`CCOC(=O)c1cnc2ccc(OC)cc2c1NCc1ccccc1` gave Tau fluor cs -8.8%, Tau fibril FP 4.6%, aGal spleen mod 20.0%, TRb SRC2 PPI 1.2%, Epigenetic derep 0.0%, NPSR antag -37.8%, CBFb-RUNX1 inh 22.9% and TexasRed fluor -1.9%.
`Cc1ccc(OCC(=O)Nc2ccc(-c3nc4ccccc4o3)cc2)c(C)c1` gave Tau fluor cs 0.0%, Tau fibril FP -10.6%, TRb SRC2 PPI -4.3%, Epigenetic derep 1.6% and TexasRed fluor -1.0%.
`COc1cc(/C=C(/C#N)C(=O)Nc2ccccc2)c(Br)cc1OCc1ccc(C(=O)O)cc1` gave Tau fluor cs inconclusive, Tau fibril FP 13.5%, aGal spleen mod 4.1%, TRb SRC2 PPI 7.8%, Epigenetic derep 3.0%, NPSR antag -2.2%, CBFb-RUNX1 inh 1.4% and TexasRed fluor -1.1%.
Cc1ccc(N2CCN(C(=O)CCS(=O)(=O)c3cc4c(cc3Cl)NC(=O)CO4)CC2)c(C)c1 was read as Tau fluor cs inconclusive, Tau fibril FP 0.6%, TRb SRC2 PPI 0.4%, Epigenetic derep -0.2% and TexasRed fluor 1.2%.

3 compounds drawn at random from the list so far, as already listed:
`CCOC(=O)c1cnc2ccc(OC)cc2c1NCc1ccccc1` gave Tau fluor cs -8.8%, Tau fibril FP 4.6%, aGal spleen mod 20.0%, TRb SRC2 PPI 1.2%, Epigenetic derep 0.0%, NPSR antag -37.8%, CBFb-RUNX1 inh 22.9% and TexasRed fluor -1.9%.
For O=C(N/N=C/c1cccn1-c1ccc([N+](=O)[O-])cc1)C(O)c1ccccc1 (stereo not given) the results were Tau fluor cs -3.0%, Tau fibril FP 0.2%, aGal spleen mod 4.7%, TRb SRC2 PPI -11.5%, Epigenetic derep 0.0%, NPSR antag -7.4%[46.1 µM], CBFb-RUNX1 inh -5.7% and TexasRed fluor -6.5%.
`Cc1ccc(OCC(=O)Nc2ccc(-c3nc4ccccc4o3)cc2)c(C)c1` gave Tau fluor cs 0.0%, Tau fibril FP -10.6%, TRb SRC2 PPI -4.3%, Epigenetic derep 1.6% and TexasRed fluor -1.0%.

Later entries:
Cc1ccc(-n2nc3c(c2NC(=O)c2ccccc2Br)CS(=O)C3)cc1 (stereo not given) was read as Tau fluor cs -9.9%, Tau fibril FP -5.8%, aGal spleen mod -6.2%, TRb SRC2 PPI 1.4%, Epigenetic derep 1.0%, NPSR antag -12.1%[46.1 µM], CBFb-RUNX1 inh -1.4% and TexasRed fluor -4.6%.
For O=C(Nc1ccc(N2CCOCC2)cc1)C1(S(=O)(=O)c2ccccc2)CC1 the results were Tau fluor cs 2.2%, Tau fibril FP 3.3%, aGal spleen mod -0.9%, TRb SRC2 PPI 10.6%, Epigenetic derep 4.8%, NPSR antag 1.6%[46.1 µM], CBFb-RUNX1 inh 0.1% and TexasRed fluor 1.6%.
COc1ccc(N2C(=O)CC(N3CCN(C4CCc5ccccc5C4)CC3)C2=O)cc1 (stereo not given) was read as Tau fluor cs -1.4%, Tau fibril FP -3.6%, aGal spleen mod 1.8%, TRb SRC2 PPI -1.8%, Epigenetic derep 0.0%, NPSR antag -1.3%[46.1 µM], CBFb-RUNX1 inh -4.8% and TexasRed fluor -1.2%.
Fc1ccc(-c2nnc(CN3CCC(c4nc5ccccc5s4)CC3)o2)cc1 was read as Tau fluor cs -11.5%, Tau fibril FP -4.7%, aGal spleen mod -15.3%, TRb SRC2 PPI -4.0%, Epigenetic derep 1.1%, NPSR antag -8.7%[46.1 µM], CBFb-RUNX1 inh -2.5% and TexasRed fluor -3.7%.
`CC(C)c1ccc(Nc2c(-c3ccco3)nc3ccccn23)cc1` gave Tau fluor cs inconclusive, Tau fibril FP -7.0%, TRb SRC2 PPI -5.2%, Epigenetic derep 0.3% and TexasRed fluor -2.2%.
For CCC(=O)N1CCN(c2nc(C)nc3sc(C)c(C)c23)CC1 the results were Tau fluor cs -4.0%, Tau fibril FP 0.3%, aGal spleen mod -1.3%, TRb SRC2 PPI -11.6%, Epigenetic derep 0.0%, NPSR antag -8.9%[46.1 µM], CBFb-RUNX1 inh 2.9% and TexasRed fluor -2.2%.
`O=C(CSCc1nc2c(nnn2Cc2ccc(F)cc2)c(=O)[nH]1)Nc1c(Cl)cc(Cl)cc1Cl` gave Tau fluor cs 7.4%, Tau fibril FP 8.8%, aGal spleen mod 8.2%, TRb SRC2 PPI 3.2%, Epigenetic derep -1.9%, NPSR antag -43.0%, CBFb-RUNX1 inh -9.4% and TexasRed fluor -0.9%.
For O=c1c(NCc2cccs2)nccn1-c1ccc(F)cc1 the results were Tau fluor cs 0.1%, Tau fibril FP 1.5%, TRb SRC2 PPI 4.9%, Epigenetic derep -1.0% and TexasRed fluor 0.7%.
O=C1NC2(CCCCC2)Oc2ccccc21 was read as Tau fluor cs 2.2%, Tau fibril FP -2.3%, aGal spleen mod -4.3%, TRb SRC2 PPI -7.7%, Epigenetic derep -1.0%, NPSR antag 7.4%[46.1 µM], CBFb-RUNX1 inh -1.0% and TexasRed fluor 1.2%.
